Source: PubChem BioAssay (Sanford-Burnham Center for Chemical Genomics)
APJ agonist – activates the human apelin receptor APJ; P35414; CHO-K1 APJ PathHunter beta-arrestin, luminescence; 0% DMSO wells, 100% apelin; activation, % at 20 µM; hit rate 0.11% among 330,000; AID 2520;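 active means activation more than six SD over the plate average, tested at 20 µM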;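 further: 0% = DMSO alone and 100% = apelin-13 at 10 nM; some results filed as inactive read as strong as hits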
Target sequence (P35414 whole entry, looked up): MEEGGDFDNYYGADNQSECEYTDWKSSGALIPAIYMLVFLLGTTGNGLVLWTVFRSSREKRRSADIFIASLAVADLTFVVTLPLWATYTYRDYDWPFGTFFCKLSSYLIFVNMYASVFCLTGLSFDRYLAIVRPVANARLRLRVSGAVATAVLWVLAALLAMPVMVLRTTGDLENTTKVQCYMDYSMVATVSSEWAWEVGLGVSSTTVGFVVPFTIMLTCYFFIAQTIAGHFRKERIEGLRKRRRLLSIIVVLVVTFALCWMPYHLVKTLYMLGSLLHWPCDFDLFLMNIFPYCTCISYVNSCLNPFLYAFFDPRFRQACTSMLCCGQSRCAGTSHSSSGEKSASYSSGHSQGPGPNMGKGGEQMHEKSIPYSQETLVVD
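Incubation: overnight seeding, 90 min compound at 25 °C, 1 h detection; test system: PathHunter CHO-K1 APJ (AGTRL-1) beta-arrestin reporter cells; amount: 1000 cells/well; doses: one dose, 20 µM compound, 1% DMSO; measured by: beta-gal luminescence; measure: agonist-driven arrestin binding to APJ; benchmarks: negative DMSO alone, positive Apelin-13 at 10 nM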
CXCR6 block – inhibitors of human CXCR6 receptor; CHO-K1 PathHunter CXCR6 beta-arrestin, luminescence; hit rate 0.36% among 360,000; O00574; inhibition, % at 20 µM; in the data active means inhibition above about 34%, passing the limit was not always enough;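 further: antagonist mode with CXCL16 agonist at 10 nM final; 0% = 10 nM CXCL16 with DMSO and 100% = unstimulated wells without agonist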
Target sequence (O00574 whole entry, looked up): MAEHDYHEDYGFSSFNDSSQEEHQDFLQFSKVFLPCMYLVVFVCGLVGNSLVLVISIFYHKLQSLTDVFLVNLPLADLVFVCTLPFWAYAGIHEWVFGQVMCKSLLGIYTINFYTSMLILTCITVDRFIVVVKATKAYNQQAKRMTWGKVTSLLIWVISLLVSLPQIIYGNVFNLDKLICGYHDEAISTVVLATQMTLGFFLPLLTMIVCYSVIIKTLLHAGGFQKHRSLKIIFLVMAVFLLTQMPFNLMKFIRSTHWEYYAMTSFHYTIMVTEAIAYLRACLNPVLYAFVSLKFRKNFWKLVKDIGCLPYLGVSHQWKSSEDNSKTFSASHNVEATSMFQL
UPR XBP1 act – activators of adaptive arm of unfolded protein response (XBP1). hit rate 0.33% among 330,000. activation, % at 20 µM. CHO-XBP1 luciferase reporter, IRE1-XBP1 UPR activation, luminescence; percent of tunicamycin response, DMSO as zero. AID 463104;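 active means versus positive control, 20 µM dose yields 30% or more activation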;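 further: 100% = tunicamycin at 10 µg/mL and 0% = DMSO only wells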
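Material: IRE1-XBP1 luciferase reporter CHO line / Quantity: one thousand reporter cells per well / Buffer or medium: F12 with 10% serum / Compound: 20 µM single concentration, DMSO 1% / Times: 6 h treatment, 37 °C / Detection: Steady-Glo luciferase glow luminescence, 10 min after reagent addition / Benchmarks: tunicamycin high, DMSO low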
Mdm2 MdmX PPI – disrupts the human Mdm2-MdmX interaction | O15151+Q00987 | SaOS-2 split-luciferase Mdm2/MdmX complementation, luminescence | inhibition, % at 8 µM | hit rate 3% among 330,000 | AID 485346;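 active means inhibition of at least 50% at 8 µM in the primary screen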
CHOP UPR activ – activators of apoptotic arm of unfolded protein response (CHOP). activation, % at 10 µM. hit rate 0.34% among 330,000. CHO-CHOP luciferase reporter, UPR activation, luminescence; percent of tunicamycin response over DMSO baseline;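 active means at 10 µM dose, activation of 40% or more, normalized to positive control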;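 further: 100% = tunicamycin at 10 µg/mL and 0% = DMSO alone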
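Assay system: CHO cells with stable CHOP pathway luciferase reporter; Buffer or medium: F12 plus 10% serum; Times: 16-18 h cell attachment, then 6 h compound exposure, 37 °C; Signal: luciferase luminescence; Read-out basis: percent activation relative to tunicamycin control; Control set: tunicamycin high control, DMSO low control.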
tim10-1 inh – growth inhibitors of tim10-1 mutant yeast. S. cerevisiae tim10-1 ts strain growth, BacTiter-Glo, 24 h. inhibition, % at 20 µM. hit rate 2.2% among 330,000;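 active means inhibition of at least 40%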;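 further: mutant grown at 25 °C; 0% = DMSO wells with yeast and 100% = wells holding no yeast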
tim23-1 inh – tim23-1 yeast growth inhibition. inhibition, % at 20 µM. hit rate 1.3% among 330,000. S. cerevisiae tim23-1 growth, BacTiter-Glo luminescence, 24 h;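 active means growth inhibition of the mutant yeast at or above 50%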;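 further: temperature-sensitive mutant grown at 25 °C; plate controls were DMSO-treated mutant yeast for no effect and medium wells lacking yeast for full effect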
APJ antagonist – APJ receptor antagonism; P35414; CHO-K1 APJ beta-arrestin complementation, luminescence; inhibition, % at 20 µM; hit rate 0.32% among 330,000; AID 2521;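 active means inhibition above about 40% at 20 µM, limit read from the data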;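 further: cells challenged with 10 nM apelin-13 agonist together with compound; plate controls were apelin-13 plus DMSO wells for no effect and DMSO wells lacking apelin-13 for full effect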
TIM10 inh – inhibits growth of TIM10 yeast strain. S. cerevisiae TIM10 strain growth, BacTiter-Glo luminescence, 24 h. inhibition, % at 10 µM. hit rate 1.4% among 330,000;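 active means inhibition of 40% or more at the single tested concentration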;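 further: wild-type TIM10 isogenic control strain grown at permissive 25 °C; 0% = DMSO yeast wells and 100% = minimal medium wells without yeast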
The depositor's hits bear a star; . = not tested or not shown; & = joins results of further samples. These rows are one share of the data; count on the stated rates, not on these rows.

Start of the data: the first 11 records, ahead of the listing:
Compound	APJ agonist	CXCR6 block	UPR XBP1 act	Mdm2 MdmX PPI	CHOP UPR activ	tim10-1 inh	tim23-1 inh	APJ antagonist	TIM10 inh
COc1ccc(/C=N/NS(=O)(=O)c2ccccc2)cc1OS(=O)(=O)c1ccccc1	-2	8	-3	11	-1.0	13	17	-7	-4
O=C(NCCCn1ccnc1)c1ccncc1	-2	0	-1	-26	2.2	-3	-15	-13	-24
CSc1nc2ccc(NC(=O)C3CC(=O)N(Cc4ccccc4)C3)cc2s1 (stereo not given)	7	-13	0	-25	-3.3	9	15	-4	18
O=S(=O)(Nc1ccc(O)c(NS(=O)(=O)c2ccccc2)c1)c1ccccc1	12	-8	-2	18	1.1	4	5	-58	8
CCOC(=O)N1CCC(NC(=O)CSc2cc(=O)n(C)c3ccccc23)CC1	1	7	0	-5	-2.6	3	3	3	5
CCCC(=O)Nc1nnc(-c2ccc3c(c2)OCO3)s1	-1	-3	2	-11	3.3	-4	-21	-4	-22
COc1ccc(NC(=O)Cn2nnc(C(=O)NCc3cccs3)c2N)cc1	2	6	-3	33	-1.0	-5	-3	6	-9
C=CCNc1ccccc1S(=O)(=O)NCc1ccccc1	.	3	4	31	1.7	5	27	.	-28
O=C(CN1C(=O)NC2(CCCCC2)C1=O)N1CCN(S(=O)(=O)c2cccc([N+](=O)[O-])c2)CC1	-2	-6	-1	0	0.6	-11	-1	14	2
COC(=O)c1ccc(NC2=C(Cl)C(=O)OC2OC(=O)c2ccccc2)cc1 (stereo not given)	-3	5	-4	15	-1.2	36	50*	-8	41*
O=S(=O)(c1ccc(Br)cc1)N1CCN(Cc2ccco2)CC1	-2	2	-4	-2	0.3	19	16	-3	-1

The list itself, previewed entries included:
Compound	APJ agonist	CXCR6 block	UPR XBP1 act	Mdm2 MdmX PPI	CHOP UPR activ	tim10-1 inh	tim23-1 inh	APJ antagonist	TIM10 inh
COc1ccc(/C=N/NS(=O)(=O)c2ccccc2)cc1OS(=O)(=O)c1ccccc1	-2	8	-3	11	-1.0	13	17	-7	-4
O=C(NCCCn1ccnc1)c1ccncc1	-2	0	-1	-26	2.2	-3	-15	-13	-24
CSc1nc2ccc(NC(=O)C3CC(=O)N(Cc4ccccc4)C3)cc2s1 (stereo not given)	7	-13	0	-25	-3.3	9	15	-4	18
O=S(=O)(Nc1ccc(O)c(NS(=O)(=O)c2ccccc2)c1)c1ccccc1	12	-8	-2	18	1.1	4	5	-58	8
CCOC(=O)N1CCC(NC(=O)CSc2cc(=O)n(C)c3ccccc23)CC1	1	7	0	-5	-2.6	3	3	3	5
CCCC(=O)Nc1nnc(-c2ccc3c(c2)OCO3)s1	-1	-3	2	-11	3.3	-4	-21	-4	-22
COc1ccc(NC(=O)Cn2nnc(C(=O)NCc3cccs3)c2N)cc1	2	6	-3	33	-1.0	-5	-3	6	-9
C=CCNc1ccccc1S(=O)(=O)NCc1ccccc1	.	3	4	31	1.7	5	27	.	-28
O=C(CN1C(=O)NC2(CCCCC2)C1=O)N1CCN(S(=O)(=O)c2cccc([N+](=O)[O-])c2)CC1	-2	-6	-1	0	0.6	-11	-1	14	2
COC(=O)c1ccc(NC2=C(Cl)C(=O)OC2OC(=O)c2ccccc2)cc1 (stereo not given)	-3	5	-4	15	-1.2	36	50*	-8	41*
O=S(=O)(c1ccc(Br)cc1)N1CCN(Cc2ccco2)CC1	-2	2	-4	-2	0.3	19	16	-3	-1
COC(=O)c1c(-c2ccccc2)noc1C	-2	0	0	-11	0.4	7	-5	-3	-3
CC(C)(Oc1ccc(CCNC(=O)c2ccc(-c3ccc(Cl)cc3)o2)cc1)C(=O)O	-2	0	-3	-14	-0.9	11	12	11	3
CC(c1ccccc1)N(C)C(=O)CN1CCN(S(=O)(=O)c2ccc3c(c2)OCCCO3)CC1 (stereo not given)	-2	-8	-2	14	0.5	32	24	-40	9
CCN1CCN(Cc2nc3c(c(=O)n(C)c(=O)n3C)n2Cc2cccc3ccccc23)CC1	2	-3	2	23	1.0	5	14	8	8
COc1cc(C(CC(=O)Nc2ccc(Cl)cn2)N2Cc3ccccc3C2=O)cc(OC)c1OC (stereo not given)	1	6	-8	2	2.4	17	5	-4	5
O=C(CN1C(=O)c2ccccc2S1(=O)=O)N1CCN(Cc2ccc3c(c2)OCO3)CC1	6	7	-2	-20	0.6	11	7	11	14
O=C(Nc1cccc2ccccc12)/C(=C/c1ccc([N+](=O)[O-])cc1)NC(=O)c1ccccc1	-2	5	-3	9	-1.1	38	0	-11	7
Cn1c(SCC(=O)NC(C)(C)C)nnc1-c1ccc(C(C)(C)C)cc1	4	2	-5	-20	-3.3	2	6	10	4
CCN(C[C@H]1N[C@@](CC)(C(=O)OC)[C@H]2C(=O)N(C)C(=O)[C@@H]12)C(=O)Nc1ccc(C)cc1	0	0	3	-7	3.2	13	10	-1	-9
Cc1ccc(-c2noc(CCC(=O)N3CCN(c4cccc(C(F)(F)F)c4)CC3)n2)cc1	-1	-4	-6	26	1.3	27	15	4	22
CCOC(=O)CNS(=O)(=O)c1ccc2c3c(cccc13)C(=O)N2CC	0	1	-1	14	-2.5	11	15	-5	-4
CCOC(=O)/C(C#N)=C/c1cccc([N+](=O)[O-])c1	-3	3	-6	0	2.4	11	16	-7	-8
Cc1ccccc1-n1c(SCC(=O)Nc2ccccc2Cl)nc2n[nH]c(C)c2c1=N	12	-10	5	66*	3.4	42*	28	-8	26
C=C(C)COc1ccc(-c2nc(N)ncc2Oc2ccccc2OC)c(O)c1	-7	16	4	22	1.2	5	12	10	24
CC(C)CCNc1ncnc2c1nnn2Cc1ccccc1Cl	1	2	-1	16	0.8	10	6	-5	-6
COc1ccc2cc(/C=C/C(=O)c3ccco3)c(Cl)nc2c1	-1	.	3	14	5.1	45*	52*	-21	46*
COC(=O)c1ccc(C(=S)NCC2(N(C)C)CCCCC2)cc1	-1	2	-2	19	-1.9	19	11	2	-6
COc1ccc(-n2c(=O)c(CCC(=O)N3CCN(c4ccccc4O)CC3)nc3ccccc32)cc1	5	12	-3	0	1.4	21	31	-28	25
CC(=O)N1CCN(CC(c2ccccc2)c2ccccc2)CC1	-1	2	-1	-28	2.1	-15	19	-1	-1
CC(C)Oc1ccc(C(=O)Nc2ccc(NC(=O)c3ccco3)c(Cl)c2)cc1	5	-10	1	2	0.6	12	11	-6	31
COc1ccc(C)cc1NC(=O)NC(C)c1ccc2c(c1)OCO2 (stereo not given)	2	-2	-2	7	0.8	12	17	19	15
C=CCNC(=S)NNC(=O)c1cccc2ccccc12	-3	-2	2	2	-1.2	25	-19	13	3
Cn1c(NC(=O)C(C)(C)Oc2ccc(Cl)cc2)cc(=O)n(C)c1=O	-3	-3	2	-15	-0.6	8	23	-73	3
O=C(CSC(=S)N1CCOCC1)N1N=CCC1c1ccccc1 (stereo not given)	-2	1	-1	-32	0.5	34	18	-12	-1
Cc1cccc(-n2c(Cc3cc(=O)[nH]c(=O)[nH]3)nnc2SCC(=O)Nc2cccc(C(F)(F)F)c2)c1	-5	-6	1	-8	-2.3	9	14	-9	-5
Cc1cc(C)nc(CCNC(=O)CC2C(=O)NCCN2Cc2ccc(F)cc2Cl)n1 (stereo not given)	9	-2	-7	13	-0.9	5	9	11	15
Oc1ccc(Cl)cc1C1=NNC(c2cc(Br)cc3c2OCOC3)C1 (stereo not given)	-4	1	3	28	0.4	40	56*	9	26
CCCC(=O)C1=C(O)C(C(=O)OC)C(C)(C)CC1=NC(C)(C)C (stereo not given)	-1	-1	-5	17	-0.9	17	35	5	27
COc1ccccc1N(C(=O)c1snc(C(N)=O)c1N)C(C(=O)NC1CCCC1)c1ccco1 (stereo not given)	-5	2	1	-22	-1.9	21	15	5	17
COc1ccc(-n2c(=S)[nH]c3cc(C(=O)NCc4ccco4)ccc3c2=O)cc1OC	-3	10&5	-2	-17	-0.5	5	11	14	3
CC(=O)N1CCc2c(sc(NC(=O)CCS(=O)(=O)c3ccc(C)cc3)c2C(N)=O)C1	2	9	4	25	0.3	8	21	5	-1
O=[N+]([O-])c1ccc(COc2ncnc3ccccc23)cc1	0	-3	-3	-1	0.5	-25	-5	11	-37
O=C(CCNC(=O)Cn1ccc2ccccc2c1=O)NCCN1CCN(c2cccc(Cl)c2)CC1	-4	-6	-3	5	0.3	2	0	18	5
CCn1c(CC(=O)Nc2ccc(F)cc2)nnc1SCC(=O)Nc1nnc(C)s1	0	-5	-1	27	-1.5	-16	-14	0	-20
C=CCN(c1ccc(C(=O)NCCc2ccccc2)cc1)S(C)(=O)=O	-1	4	3	-10	3.4	12	-2	0	-13
COc1ccc(C)cc1NC(=O)C1CCCN(S(=O)(=O)c2cccc3cccnc23)C1 (stereo not given)	-2	7	-3	-8	-2.1	24	32	15	3
Cc1ccc(S(=O)(=O)N2C(=O)CCC2C(=O)O/N=C(\N)c2cccc([N+](=O)[O-])c2)cc1 (stereo not given)	37*	-36	-3	45	1.3	0	16	-132	6
O=C(c1ccc(F)cc1)N1CCC(n2nnc3ccccc32)CC1	-1	0	0	18	0.5	1	1	15	-16
COc1cc(C(=O)n2nc(C)cc2C)cc(OC)c1OC	-3	6	-4	28	-0.4	15	1	30	10

Going on with the list.
Compound	APJ agonist	CXCR6 block	UPR XBP1 act	Mdm2 MdmX PPI	CHOP UPR activ	tim10-1 inh	tim23-1 inh	APJ antagonist	TIM10 inh
COc1ccc2cc(C(=O)N/N=C/c3cc(OC)c(OC)c(OC)c3)[nH]c2c1	-2	-9	4	2	1.6	40*	39	2	29
COc1ccc(CCNC2=NCCS2)cc1	0	-6	0	-16	-1.2	9	4	2	-2
COCCN1Cc2cccc(C(=O)Nc3ccc4c(c3)OCCO4)c2C1=O	-1	7	-3	8	-5.2	45*	20	-3	14
C=CCN1C(=O)CN=C1Nc1ccc(OC)cc1OC	-6	10	-1	3	-1.1	9	5	5	11
COc1c(/C=N/NC(=O)c2ccccc2O)c(CCN(C)C(C)=O)cc2c1OCO2	-4	7	-3	-17	1.5	5	4	13	10
